Ecoli WT expand: blocks growth of wild type E. coli BW25113. OD600 absorbance. growth inhibition, % at 100 µM. actives 0.15% (n = 98,000). AID 710;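 active = growth inhibition above about 50% at one test dose, limit read from the data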;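 note: growth measured after 20 h incubation at 37 °C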
S1P2 ag: S1P2 (human) receptor agonism; O95136; S1P2-expressing cell line, agonist reporter read-out; activation, % at 4.5 µM; actives 0.46% (n = 97,000); in the data active = activation above about 16%;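 note: 0% = vehicle low control and 100% = maximal reference agonist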
PostGolgi yeast: growth inhibition of a yeast mutant, post-Golgi transport screen; actives 0.9% (n = 98,000); inhibition, % at 10 µM; post-Golgi transport phenotypic cell assay; AID 739;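 note: yeast cells grown in 1536-well plates; yeast grown about 18 h at 30C before absorbance read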
sEH inh: inhibitors of human soluble epoxide hydrolase | actives 0.34% (n = 91,000) | P34913 | recombinant human sEH enzymatic activity assay | inhibition, % at 2 µM; in the data active = inhibition above about 80%; note: values of inactives mirror those of a sister screen read the other way; many of its hits are not listed in these tables
Target sequence (P34913 whole entry, looked up): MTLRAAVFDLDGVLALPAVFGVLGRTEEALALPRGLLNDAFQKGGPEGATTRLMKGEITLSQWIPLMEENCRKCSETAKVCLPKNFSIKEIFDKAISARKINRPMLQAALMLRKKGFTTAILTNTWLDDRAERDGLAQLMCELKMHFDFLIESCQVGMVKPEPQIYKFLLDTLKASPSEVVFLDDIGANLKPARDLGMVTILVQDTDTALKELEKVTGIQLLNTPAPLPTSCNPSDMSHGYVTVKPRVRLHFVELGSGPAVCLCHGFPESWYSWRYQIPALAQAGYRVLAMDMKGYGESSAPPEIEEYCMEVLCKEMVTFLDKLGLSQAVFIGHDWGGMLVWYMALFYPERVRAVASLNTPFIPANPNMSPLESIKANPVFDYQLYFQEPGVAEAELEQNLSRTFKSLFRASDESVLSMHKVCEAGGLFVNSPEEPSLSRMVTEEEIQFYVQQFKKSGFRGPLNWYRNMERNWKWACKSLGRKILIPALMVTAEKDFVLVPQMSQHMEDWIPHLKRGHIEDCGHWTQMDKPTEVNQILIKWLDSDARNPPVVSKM
PostGolgi ctrl: growth of the yeast control strain, post-Golgi counter-screen. efflux-deficient yeast background strain, growth absorbance A615, 16 h. inhibition, % at 10 µM. actives 5% (n = 98,000). AID 738
sEH activator: soluble epoxide hydrolase (human) activation. P34913. purified human sEH enzymatic activity, activator screen. activation, % at 2 µM. actives 0.04% (n = 91,000). AID 717; in the data active = activation above about 37%; note: values of inactives mirror those of a sister screen read the other way
PLAP act: human PLAP activation. actives 1.2% (n = 96,000). activation fold at 20 µM. purified PLAP enzyme, luminescent substrate read-out; active compounds read high. P05187. AID 696; in the data active = activation fold above about 2
Target sequence (P05187 whole entry, looked up): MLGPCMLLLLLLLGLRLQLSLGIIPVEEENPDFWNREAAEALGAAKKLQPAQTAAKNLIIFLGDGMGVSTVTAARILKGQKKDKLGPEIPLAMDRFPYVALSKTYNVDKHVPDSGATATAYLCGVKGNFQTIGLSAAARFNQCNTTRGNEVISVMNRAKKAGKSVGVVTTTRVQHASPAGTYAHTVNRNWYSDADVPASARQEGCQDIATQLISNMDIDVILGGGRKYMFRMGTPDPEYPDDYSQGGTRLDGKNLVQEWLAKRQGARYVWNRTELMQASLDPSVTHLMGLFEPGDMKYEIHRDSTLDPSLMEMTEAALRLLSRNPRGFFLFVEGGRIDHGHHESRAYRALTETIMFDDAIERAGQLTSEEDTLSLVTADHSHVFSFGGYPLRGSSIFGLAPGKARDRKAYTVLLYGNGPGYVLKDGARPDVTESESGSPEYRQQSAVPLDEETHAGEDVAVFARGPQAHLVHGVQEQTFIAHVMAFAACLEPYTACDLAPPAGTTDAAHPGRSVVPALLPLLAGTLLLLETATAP
S1P2 antag: blocks the human S1P2 receptor; O95136; cell-based S1P2 antagonist assay, inhibition at 5 uM; inhibition, % at 5 µM; actives 0.21% (n = 97,000); AID 736; in the data active = inhibition above about 45%;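 note: CRE beta-lactamase reporter cells expressing human S1P2 stimulated with S1P; 0% = agonist at EC80 alone and 100% = agonist plus reference antagonist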
Mac1 fbg inh: blocks human CD11b/CD18 adhesion to fibrinogen; K562 CD11b/CD18 adhesion to fibrinogen, ATPlite luminescence; Mn2+ added to activate the integrin; P05107+P11215; inhibition, % at 10 µM; actives 0.54% (n = 93,000);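 active = primary inhibition of 50% or more at 10 µM, then 40% or more on retest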; note: some results filed as inactive read as strong as hits
Starred values were filed as active, the others as inactive; . = not tested or not shown. Cut-off read from the data, not from the text of the source, unless noted: active = inhibition above about 30%; inactive = the rest.

SMILES | Ecoli WT expand | S1P2 ag | PostGolgi yeast | sEH inh | PostGolgi ctrl | sEH activator | PLAP act | S1P2 antag | Mac1 fbg inh
CCCc1cc(-c2nc(-c3ccc(Cl)cc3)cs2)ccn1 | 7 | -12 | -9 | 11 | 13 | -11 | 1.1 | -31 | 6
Cc1ccc2c(c1)c1c3n2CC(=C2C(=O)OC(C)(C)OC2=O)NC3CCC1 (stereo not drawn) | -1 | -8 | 10 | 1 | 51* | -2 | 1.4 | 7 | 9
Cc1ccc(OCc2nnc(SCC(=O)CC(=O)Nc3ccccc3)o2)cc1 | 11 | -4 | -9 | 7 | 33* | -8 | 1.4 | 5 | 0
O=C(c1ccc(S(=O)(=O)NCC2CCCO2)cc1)N1CCc2ccccc21 (stereo not drawn) | 8 | -5 | -11 | 0 | -1 | 4 | 1.1 | 3 | 39
CC(/C=N/NC(=O)c1cccnc1)=C\c1ccco1 | 7 | -6 | 7 | -4 | -2 | 1 | 0.9 | -8 | -5
COc1ccc2nc(SCc3nc(N)nc(Nc4ccccc4)n3)[nH]c2c1 | 6 | 17* | -7 | -4 | 8 | 5 | 2.5* | 0 | 3
O=C(Nc1ccc2c(c1)CCC2)c1cnccn1 | 3 | -9 | 3 | -1 | -7 | -1 | 1.2 | 4 | 9
O=S(=O)(Nc1nccs1)c1ccc(Cl)cc1 | 18 | -2 | 12 | 0 | 3 | 1 | 0.9 | -4 | -4
O=[N+]([O-])c1ccc(Oc2c(F)c(F)nc(N3CCCC3)c2F)cc1 | 1 | 4 | 13 | 11 | 14 | -9 | 1 | 11 | 20
CCN(CC)CCOc1ccc(Br)cc1 | 0 | -5 | 2 | 4 | 4 | -6 | . | 18 | .
CCOC(=O)c1c(NC(=O)C2CCCO2)sc(C(=O)OC(C)(C)C)c1C (stereo not drawn) | -12 | -6 | -3 | -12 | -1 | 14 | 1.7 | -17 | 4
CSc1ncc(C(=O)O)n1-c1ccc(F)cc1 | -1 | -6 | -5 | -5 | 8 | 3 | 0.9 | 5 | -13
CC1COC2C(O1)N(S(C)(=O)=O)CCN2S(C)(=O)=O (stereo not drawn) | -1 | -5 | -2 | 7 | 12 | -6 | 1.5 | -7 | -2
COc1ccc(NC(=O)CN2CCN(CC(=O)Nc3ccc(OC)c(OC)c3)CC2)cc1 | -1 | . | -10 | . | 3 | . | 1.6 | . | -1
COc1ccc(OC)c(N(CC(=O)Nc2ccc3c(c2)OCCO3)S(C)(=O)=O)c1 | -8 | . | 5 | . | 3 | . | 1.6 | . | -4
Cc1cc(NS(=O)(=O)c2ccc(NC(=O)C(CC(C)C)N3C(=O)c4ccccc4C3=O)cc2)nc(C)n1 (stereo not drawn) | -2 | -5 | -3 | -7 | 8 | 8 | 1.1 | -5 | -13
CCCCn1c(SCc2ncc(-c3ccccc3)o2)nc2cc(S(N)(=O)=O)ccc21 | -21 | -7 | -4 | . | 12 | . | 1.6 | 5 | 73
CN1C(=O)SC(Nc2ccccc2C(=O)O)C1=O (stereo not drawn) | 7 | . | 6 | . | 4 | . | 1 | . | 44
CCC(C(=O)NCc1ccco1)N(C(=O)CNS(=O)(=O)c1ccccc1)c1ccc(OC)cc1 (stereo not drawn) | -2 | -1 | -2 | 2 | -4 | -4 | 1.5 | 18 | 11
CCOC(=O)c1ccc2c(c1)N(CC(=O)N1CCCCC1)C(=O)C(C)(C)O2 | . | -8 | . | 3 | . | 0 | . | -21 | .
CN(C)C(=O)CSC1c2ccccc2C(=O)N1c1ccccc1 (stereo not drawn) | -5 | 1 | -8 | -5 | 5 | 7 | 0.9 | 12 | .
COc1ccc(N2CCN(C(=O)c3ccc(Oc4ccc(C(F)(F)F)cn4)cc3)CC2)cc1 | -2 | -4 | -10 | -2 | 16 | 5 | 1.2 | 17 | .
CCOP(=O)(c1ccccc1)C1(O)CCCCC1 (stereo not drawn) | -1 | -3 | 10 | -4 | -5 | 5 | 1.2 | -22 | 7
CCOC(=O)N1CCC(N2C(=O)c3ccccc3C2Nc2ccc3c(C)cc(=O)oc3c2)CC1 (stereo not drawn) | -7 | -5 | -3 | -22 | 6 | 21 | 1.6 | 15 | 25
CCOC(=O)Cn1cc(C(=O)c2ccco2)c2ccccc21 | 0 | -9 | -2 | 3 | 8 | -2 | 1 | -4 | 8

Following part:
SMILES | Ecoli WT expand | S1P2 ag | PostGolgi yeast | sEH inh | PostGolgi ctrl | sEH activator | PLAP act | S1P2 antag | Mac1 fbg inh
Cc1ccccc1CSCC(=O)NC(=O)NC(C)(C)C | 7 | . | -7 | . | 8 | . | 1 | . | 5
CCCCCCOC(=O)Cc1c(C)nc(-c2ccccc2)[nH]c1=O | -3 | -5 | -8 | 18 | 34* | -15 | 0.7 | 3 | .
Cc1c(NC(=O)c2cc(-c3ccco3)on2)c(=O)n(-c2ccccc2)n1C | -1 | -1 | 9 | -14 | 1 | 14 | 1 | 17 | .
COc1ccc(C2Nc3ccccc3C(=O)N2c2ccc(C)cc2)cc1Cn1nnc2ccccc21 (stereo not drawn) | -13 | -4 | 9 | -3 | 1 | 6 | 1 | 14 | -1
CN(C)C(=O)N1CCCC(C(=O)NCc2ccccc2Cl)C1 (stereo not drawn) | 3 | . | 7 | . | -1 | . | 0.9 | . | -6
O=C(c1ccco1)N(Cc1ccc([N+](=O)[O-])cc1)c1ccc(Cl)cc1 | -14 | -2 | -1 | 9 | 40* | -6 | 0.9 | -16 | .
O=C1CC(NCc2ccncc2)C(=O)N1c1ccccc1 (stereo not drawn) | -2 | -2 | 4 | -8 | 4 | 8 | 1.2 | -8 | -32
CSc1n[nH]c(-c2sccc2OCc2ccc(C)cc2)n1 | 3 | -5 | -1 | -6 | 9 | 7 | 1 | 18 | 1
O=c1cc(CN2CCN(c3ccccc3)CC2)c2cc(O)c(-c3ccccc3)cc2o1 | 0 | -9 | -6 | -5 | -6 | 6 | 1 | 21 | -20
CCOC(=O)N1CCN(C(=O)CN(c2ccccc2OC)S(=O)(=O)c2ccc(C)cc2)CC1 | 0 | -1 | -2 | -1 | 1 | -2 | 1.2 | 23 | -3
CCN(c1ccccc1)S(=O)(=O)c1ccc(NC(=S)NC(=O)c2ccc(Br)o2)cc1 | -7 | -6 | -3 | 21 | -1 | -22 | 0.9 | -18 | 11
COc1ccc(Nc2cc(C)nc(-n3nc(C)cc3C)n2)cc1 | 2 | . | 12 | . | 25 | . | 1.4 | . | 17
Cc1ccc(/C=N/N2CCN(c3ccc(Cl)cc3)CC2)o1 | 0 | -6 | -6 | 4 | -4 | -6 | 0.9 | -10 | .
O=C(CCCN1C(=O)c2ccccc2C1=O)Nc1ccccn1 | 0 | -4 | 5 | 8 | -10 | -10 | . | -6 | .
CCOC(=O)c1cccc(NC(=O)COC)c1 | 1 | -2 | -3 | 0 | 5 | 1 | 0.9 | 2 | -11
O=C(C1CCCN(S(=O)(=O)c2ccc(F)cc2)C1)N1CCCC1 (stereo not drawn) | 8 | -2 | -9 | -4 | 9 | 1 | 0.9 | 9 | -8
Cc1nc(NC(=O)c2ccccc2)sc1-c1csc(NCCc2ccccc2)n1 | -30 | -6 | -8 | 28 | 12 | -28 | 1.4 | 15 | -1
Cc1ccc(C(=O)N2CCc3ccccc32)cc1 | . | -6 | . | -3 | . | 6 | . | 7 | .
COc1ccc(S(N)(=O)=O)cc1C(=O)NCCCN1CCN(c2ccc(C)cc2)CC1 | -13 | 1 | -8 | 10 | -4 | -9 | 1.1 | -24 | .
Cc1cc(Cl)ccc1Oc1nc(-c2ccccc2)ncc1S(C)(=O)=O | -5 | -2 | 4 | -1 | 7 | 3 | 1 | 12 | -14
COc1ccccc1Nc1nc(N)nc(CSc2nccc(C)n2)n1 | -11 | -8 | 0 | 7 | 6 | -7 | 1 | -5 | -13
Cc1ccc(-c2nnn(CC(=O)N(c3ccccc3F)C(C(=O)NC3CCCC3)c3ccco3)n2)o1 (stereo not drawn) | -8 | . | -1 | . | 17 | . | 0.9 | . | -16
CC1CN(S(=O)(=O)c2ccccc2)C(C)CN1S(=O)(=O)c1ccccc1 (stereo not drawn) | . | -2 | . | -6 | . | 8 | . | -32 | .
COc1cc(C(=O)OCC(=O)Nc2cc(C)on2)ccc1OCc1ccccc1Cl | -11 | -5 | 4 | 13 | 8 | -14 | 0.7 | 24 | -1
COc1ccc(C2C(C(=O)N3CCCC3)c3cc(OC)c(OC)cc3C(=O)N2C)cc1 (stereo not drawn) | 1 | -1 | 1 | 6 | 3 | -5 | 1.4 | -28 | 3

Record cards, as listed above.
O=c1cc(CN2CCN(c3ccccc3)CC2)c2cc(O)c(-c3ccccc3)cc2o1 is listed with Ecoli WT expand = 0; S1P2 ag = -9; PostGolgi yeast = -6; sEH inh = -5; PostGolgi ctrl = -6; sEH activator = 6; PLAP act = 1; S1P2 antag = 21; Mac1 fbg inh = -20
Cc1cc(Cl)ccc1Oc1nc(-c2ccccc2)ncc1S(C)(=O)=O is listed with Ecoli WT expand = -5; S1P2 ag = -2; PostGolgi yeast = 4; sEH inh = -1; PostGolgi ctrl = 7; sEH activator = 3; PLAP act = 1; S1P2 antag = 12; Mac1 fbg inh = -14
CN(C)C(=O)N1CCCC(C(=O)NCc2ccccc2Cl)C1 (stereo not drawn) is listed with Ecoli WT expand = 3; S1P2 ag = .; PostGolgi yeast = 7; sEH inh = .; PostGolgi ctrl = -1; sEH activator = .; PLAP act = 0.9; S1P2 antag = .; Mac1 fbg inh = -6

Retrieved one by one from above (two):
SMILES | Ecoli WT expand | S1P2 ag | PostGolgi yeast | sEH inh | PostGolgi ctrl | sEH activator | PLAP act | S1P2 antag | Mac1 fbg inh
COc1ccc(Nc2cc(C)nc(-n3nc(C)cc3C)n2)cc1 | 2 | . | 12 | . | 25 | . | 1.4 | . | 17
Cc1ccc(C(=O)N2CCc3ccccc32)cc1 | . | -6 | . | -3 | . | 6 | . | 7 | .

Next section
SMILES | Ecoli WT expand | S1P2 ag | PostGolgi yeast | sEH inh | PostGolgi ctrl | sEH activator | PLAP act | S1P2 antag | Mac1 fbg inh
COC(=O)c1cc2ccccc2oc1=O | 2 | -5 | 1 | 5 | 7 | -6 | 1 | 13 | 1
Cc1c(Cl)cccc1NC(=S)NNc1ncc(C(F)(F)F)cc1Cl | 22 | -4 | -1 | 2 | 8 | -2 | 1.1 | 5 | 90*
O=C(O)C1CC(=O)N(c2ccc(Br)cc2)C1 (stereo not drawn) | -2 | -4 | -7 | 6 | 42* | -8 | 1 | -24 | .
O=C(Nc1ccccc1)C(=O)Nc1ccccn1 | -5 | -3 | -4 | 3 | 1 | 0 | 0.9 | 2 | .
CN(C)CC(O)COc1ccc(-c2ccc(C#N)cc2)cc1 (stereo not drawn) | 9 | -3 | 0 | -14 | 18 | 16 | 0.9 | -11 | 0
CCCCSc1nnc(CSc2nc3nc(C)cc(C)n3n2)o1 | 9 | -1 | 7 | -11 | -2 | 12 | 1.2 | -6 | 2
COC(=O)c1cc(Cl)c(NC(=O)/C=C/c2ccc(Cl)cc2Cl)cc1OC | 0 | -4 | -2 | -11 | -4 | 14 | 1.1 | 11 | -24
CCOc1ccc(C2N(c3cc(C)on3)C(=O)C3CCCN32)cc1OC (stereo not drawn) | 6 | -5 | -4 | 1 | 1 | 1 | 1.4 | -25 | -19
COc1ccc(CCNC(=O)Cn2c(=O)oc3ccccc32)cc1OC | 7 | -6 | -2 | -5 | 7 | 3 | 1 | 3 | 1
O=C(c1ccccc1Nc1ccc(SC(F)F)cc1)N1CCCCCC1 | -9 | -1 | 4 | -11 | 25 | 11 | 1.1 | -1 | .
CSc1nc(Oc2ccc(F)cc2F)cc(C(F)(F)F)n1 | 3 | -2 | 2 | -2 | 5 | 1 | 1 | 1 | -7
C=CCc1ccc(OCC(O)CN2CCCCC2)c(OC)c1 (stereo not drawn) | -6 | -4 | 12 | 2 | -4 | -2 | 0.8 | 20 | -11
CCn1c(COc2cccc3cccnc23)nnc1SCC(=O)O | 0 | -2 | 23 | 5 | -7 | -3 | 1 | 13 | -11
CC(=O)Nc1ccc(S(=O)(=O)NCCC(=O)NCCc2ccc(F)cc2)cc1 | 2 | -6 | 0 | 4 | 4 | 0 | 0.9 | 14 | 10
COc1ccc(OCC(=O)O/N=C(\N)Cc2ccc(Cl)cc2)cc1 | 14 | -7 | 0 | 0 | 3 | 3 | 0.9 | -6 | 7
COc1cc(OC)cc(C(=O)N2c3ccc(F)cc3CCC2C)c1 (stereo not drawn) | 7 | -3 | 17 | 14 | 32* | -12 | 1.1 | 20 | -22
O=C(O)C1CCCN(S(=O)(=O)c2cccs2)C1 (stereo not drawn) | . | 0 | . | 5 | . | 0 | . | -28 | .
